High-throughput results as filed in PubChem.
Bcl-W Bim block: inhibitors of Bim binding to Bcl-W, primary screen, biochemical, multiplexed, bead-based flow cytometry | inhibition, % at 10 µM | Bim peptide-Bcl-W binding | hit rate 0.02% among 190,000 | AID 952, 2007 | Bcl-2-like protein 2 (Homo sapiens), Q92843;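 further: 0% = bound tracer without compound and 100% = peptide blocker; higher means less fluorescent Bim peptide bound to Bcl-W beads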
Bcl-B Bim block: inhibitors of Bim-Bcl-B binding, primary screen, biochemical, multiplexed, human Bcl-2 family; bead-based flow cytometry, Bim peptide-Bcl-B binding; inhibition, % at 10 µM; hit rate 0.073% among 190,000; AID 951, 2007;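 further: 0% = tracer peptide without compound and 100% = reference inhibitor peptide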
Bcl-2 Bim block: inhibitors of Bim-Bcl-2 binding, primary screen, biochemical, multiplexed, human Bcl-2 family; Apoptosis regulator Bcl-2 (Homo sapiens), P10415; Bead-based flow cytometry, Bim peptide-Bcl-2 binding; inhibition, % at 10 µM; hit rate 0.06% among 190,000; in the data active means inhibition above about 40%; inconclusive means no clear call, values can overlap the other calls;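 further: 0% = no compound wells with probe peptide and 100% = reference peptide inhibitor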
ABCG2 inh: ABCG2 efflux pump inhibitors, primary screen, multiplex with ABCB1, IgMXP3 cells, flow cytometry. Broad substrate specificity ATP-binding cassette transporter ABCG2 (Homo sapiens), Q9UNQ0. JC-1 efflux. inhibition, % at 6.6 µM. hit rate 0.1% among 190,000. AID 1325, 2008;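 active means inhibition above 80%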;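 further: 0% = DMSO and 100% = nicardipine control wells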
Target sequence (Q9UNQ0 whole entry, looked up): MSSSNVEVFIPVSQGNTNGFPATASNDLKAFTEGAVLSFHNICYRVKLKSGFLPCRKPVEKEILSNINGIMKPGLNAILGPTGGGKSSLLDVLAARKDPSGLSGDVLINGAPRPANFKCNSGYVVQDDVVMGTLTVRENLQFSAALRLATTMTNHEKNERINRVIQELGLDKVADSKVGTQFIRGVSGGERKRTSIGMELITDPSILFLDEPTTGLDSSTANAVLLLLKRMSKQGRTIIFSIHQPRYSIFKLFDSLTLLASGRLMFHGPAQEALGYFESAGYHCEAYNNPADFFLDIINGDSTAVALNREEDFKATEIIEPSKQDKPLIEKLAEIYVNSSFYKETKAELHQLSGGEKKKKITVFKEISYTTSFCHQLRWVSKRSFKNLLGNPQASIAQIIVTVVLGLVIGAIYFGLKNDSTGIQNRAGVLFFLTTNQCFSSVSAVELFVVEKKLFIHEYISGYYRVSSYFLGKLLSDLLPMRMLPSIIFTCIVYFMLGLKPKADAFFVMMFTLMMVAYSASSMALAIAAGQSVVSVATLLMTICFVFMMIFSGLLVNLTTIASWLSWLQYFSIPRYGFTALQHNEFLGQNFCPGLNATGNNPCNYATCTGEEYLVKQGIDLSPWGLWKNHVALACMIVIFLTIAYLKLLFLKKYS
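Test system: IgMXP3 (ABCG2) plus far-red-tagged CCRF-Adr (ABCB1) cells / Amount: 3 million cells/mL in well / Reagent: JC-1 transporter substrate / Timing: 10 min compound exposure, 25 °C / Signal: flow cytometry, 530 nm JC-1 signal / Read-out: percent efflux inhibition, scaled nicardipine 100% to DMSO 0% / Benchmarks: nicardipine as high control, DMSO as low control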
Bcl-XL Bim block: inhibitors of Bim-Bcl-XL binding, primary screen, biochemical, multiplexed, bead flow cytometry, human Bcl-XL; Bcl-2-like protein 1 (Homo sapiens), Q07817; Bim peptide-Bcl-XL binding, fluorescence; inhibition, % at 10 µM; hit rate 0.04% among 190,000
Avidin bead fluor: green autofluorescence of compounds with avidin beads – biophysical, 488/530 nm, flow cytometry, artefact control, profiling panel. compound fluorescence 488/530 nm; stronger effect = higher value. fluorescence (KMESF) at 10 µM. hit rate 0.38% among 220,000; in the data active means fluorescence above about 47; further: inactives centre near 10
GSH fluor: compound fluorescence on glutathione beads, profiling panel, artefact control, biophysical, 488/530 nm, flow cytometry; GSH beads flow cytometry, compound fluorescence 488/530 nm; stronger effect = higher value; fluorescence (KMESF) at 10 µM; hit rate 0.25% among 190,000; in the data active means fluorescence above about 89;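 further: glutathione beads carrying GST-tagged Bcl family fusion proteins plus one bare bead set; values are compound well signal with DMSO vehicle wells as background; inactives centre near 16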
RGS4-Gao reg: modulators of RGS4 binding to Galphao, primary screen, biochemical, multiplexed bead flow cytometry | Guanine nucleotide-binding protein G(o) subunit alpha (Homo sapiens), P09471 | actives lie on both sides | binding response (% of control), % at 10 µM | hit rate 0.33% among 220,000; in the data active means binding response below about 49% or above about 150%; inactive means in between;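 further: fluorescent Galphao activated with aluminum fluoride binding bead-coupled RGS4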
Target sequence (P09471 whole entry, looked up): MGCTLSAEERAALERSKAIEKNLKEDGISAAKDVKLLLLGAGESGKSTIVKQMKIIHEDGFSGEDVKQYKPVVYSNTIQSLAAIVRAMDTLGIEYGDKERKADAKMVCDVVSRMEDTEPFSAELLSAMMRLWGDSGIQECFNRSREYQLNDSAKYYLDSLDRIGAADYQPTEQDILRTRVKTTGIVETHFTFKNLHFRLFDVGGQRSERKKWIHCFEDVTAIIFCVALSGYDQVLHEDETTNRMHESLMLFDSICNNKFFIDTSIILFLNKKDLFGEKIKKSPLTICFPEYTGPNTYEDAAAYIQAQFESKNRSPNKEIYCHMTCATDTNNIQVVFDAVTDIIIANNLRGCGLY
Bim-Bfl-1: inhibitors of Bim binding to Bfl-1, primary screen, biochemical, multiplexed, bead-based flow cytometry; Bim-Bfl-1 binding inhibition; AID 1008, 2008; Bcl-2-related protein A1 (Homo sapiens), Q16548; hit rate 0.12% among 190,000; inhibition, % at 10 µM;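 further: 0% = wells without compound plus tracer and 100% = blocker peptide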
RGS7-Gao reg: RGS7-Galphao binding modulators, primary screen, biochemical, multiplexed bead flow cytometry; actives lie on both sides; binding response (% of control), % at 10 µM; hit rate 0.35% among 220,000; in the data active means binding response below about 49% or above about 150%; inconclusive means no clear call, values can overlap the other calls; inactive means in between;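 further: fluorescent Galphao held in activated GDP-AlF4 state binding bead-coupled RGS7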
ABCB1 block: ABCB1 efflux pump inhibitors, primary screen, cell-based, multiplex, flow cytometry, ABCG2 counter-screen | CCRF-Adr cells, JC-1 efflux | hit rate 0.067% among 190,000 | inhibition, % at 6.6 µM | ATP-dependent translocase ABCB1 (Homo sapiens), P08183 | AID 1326, 2008; in the data active means inhibition above about 40%;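 further: 0% = vehicle and 100% = reference inhibitor; higher value means more JC-1 retained so stronger ABCB1 efflux block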
Active calls of the source: *; ? = inconclusive. Unless noted, no stated cut-off is given here; in the data, active means inhibition above about 40%. Compounds were not picked by outcome; any-hit rate near 1.3%.

SMILES | Bcl-W Bim block | Bcl-B Bim block | Bcl-2 Bim block | ABCG2 inh | Bcl-XL Bim block | Avidin bead fluor | GSH fluor | RGS4-Gao reg | Bim-Bfl-1 | RGS7-Gao reg | ABCB1 block
Cc1c(C(c2ccc(N(C)C)cc2)c2c(C)n(C)n(-c3ccccc3)c2=O)c(=O)n(-c2ccccc2)n1C | -1 | -2 | -1 | 5 | -1 | 8 | 25 | 99 | -2 | 101 | 0.0
O=[N+]([O-])C(=C1NCCN1)C(Cl)=C(Cl)Cl | -3 | -2 | -4 | 2 | -5 | 10 | 11 | 102 | -6 | 98 | 0.3
NNC(=O)/C(=N/Nc1ccccc1)S(=O)(=O)c1ccc(Cl)cc1 | -7 | -11 | -2 | -2 | -11 | 3 | 20 | 92 | -3 | 94 | -1.0
Cc1cc(NC(=O)CN2CCCCC2C)nc2c1c(=O)oc1ccccc12 (stereo not given) | 0 | -1 | 0 | 0 | 0 | 6 | 17 | 97 | -4 | 99 | 0.6
Cc1ccccc1-n1sc2cc(F)ccc2c1=O | -4 | -19 | 7 | 35 | -8 | 2 | 7 | 90 | 11 | 104 | 2.7
COc1ccc(CNC(=O)C(c2ccco2)N(C(=O)CNS(=O)(=O)c2ccccc2)c2ccccc2C)cc1 (stereo not given) | 1 | 1 | -2 | 0 | -1 | 6 | 22 | 98 | 1 | 99 | 0.3
O=C(CCc1nnc(Cc2ccc(-c3ccccc3)cc2)o1)NCC1CC1 | -1 | 2 | 1 | 1 | -1 | 9 | 12 | 101 | 1 | 96 | 0.1
CCOC(=O)c1ccc(NC(=O)C2=C(C)Nc3nc(CCCO)nn3C2c2cccc(C)c2)cc1 (stereo not given) | -2 | -7 | -6 | 2 | -4 | 6 | 23 | 102 | -5 | 99 | -1.6
Cc1c(NS(=O)(=O)N2CCCCC2)c(=O)n(-c2ccccc2)n1C | 3 | -3 | -4 | 0 | -1 | 8 | 10 | 101 | -7 | 97 | 0.1
NC(=O)C1CCN(C(=S)c2ccc(-c3ccc(Br)cc3)o2)CC1 | -5 | -50 | -7 | -2 | -11 | 13 | 13 | 103 | 5 | 131 | -2.5
CC1(C)CC(=O)C(C(C2=C(O)CC(C)(C)CC2=O)c2ccc([N+](=O)[O-])cc2)C(=O)C1 (stereo not given) | 3 | -3 | 2 | 0 | -4 | 8 | 17 | 99 | -2 | 98 | 0.3
O=C(CN1CCCCCCC1)Nc1cccc(Cl)c1Cl | 4 | 0 | 0 | 0 | 4 | 12 | 66 | 102 | -1 | 103 | -0.1
CCN(CC)C(=O)C(=O)Nc1ccc(Oc2ccccc2)cc1 | -3 | -3 | -2 | 4 | -2 | 6 | 19 | 96 | -4 | 99 | 0.1
O=C1NC(c2ccccc2Cl)Nc2ccccc21 (stereo not given) | 0 | 0 | 3 | 4 | 0 | 9 | 15 | 106 | -1 | 102 | 1.5
Cn1ncc(Cl)c1C(=O)NCc1ccco1 | -2 | 3 | 4 | -1 | -2 | 6 | 12 | 104 | -1 | 97 | 0.5
C=CCN=C1SCC(=O)N1S(=O)(=O)c1ccccc1 | -2 | -2 | -4 | -2 | -17 | 1 | 36 | 97 | -7 | 100 | -1.5
CNC(=S)N/N=C/c1cn(CCOc2cccc(OC)c2)c2ccccc12 | -3 | -8 | -6 | -3 | -7 | 3 | 13 | 101 | -1 | 99 | 0.2
CCOC(=O)c1[nH]nc2c1C(=O)N(CC)C2=O | 0 | 0 | -1 | 1 | 0 | 15 | 64 | 105 | -3 | 101 | 0.1
O/N=C1\CCCc2oc3c(c21)CCCC3 | 0 | -5 | -9 | 0 | -3 | 12 | 31 | 102 | -12 | 100 | 0.1
CCOc1cc(C#N)c(NC(=O)CSc2nnnn2-c2ccc(OC)cc2)cc1OCC | -2 | -3 | -1 | 29 | -7 | 7 | 25 | 99 | -5 | 101 | 4.4
NC(=O)CSc1nnnn1-c1ccc2c(c1)OCCO2 | -6 | -2 | -2 | 7 | -6 | 6 | 30 | 103 | -1 | 103 | 2.5
COCCn1c(SCC(=O)Nc2ccc(S(=O)(=O)N(C)C)cc2)nc2ccccc21 | 0 | 1 | 0 | 51 | -4 | 8 | 36 | 99 | -3 | 102 | 2.5
CCCCCN(C(=O)NC(=O)Nc1ccccc1OC)S(C)(=O)=O | -1 | -1 | -3 | 2 | -4 | 36 | 13 | 98 | -2 | 96 | 0.3
CCOc1cc(C(=S)N2CCCCC2)ccc1OS(=O)(=O)c1ccc(Cl)cc1 | -2 | 0 | -3 | 0 | -2 | 33 | 19 | 105 | 0 | 102 | 0.3
CCOC(=O)c1sc(-n2[nH]c(C)cc2=O)nc1C | 3 | -5 | -9 | 0 | -3 | 29 | 25 | 104 | -14 | 108 | 0.1
O=C(c1ccc2[nH]c3c(c2c1)CCCC3)N1CCN(c2ccc(F)cc2)CC1 | 15 | 8 | 9 | 5 | 16 | 14 | 3 | 105 | 10 | 104 | 0.5
CCOc1ccc(C(=O)Nc2nnc(C(C)C)s2)cc1OCC | -6 | -9 | -6 | 7 | -8 | 14 | 13 | 104 | 0 | 108 | 2.0
COC(=O)c1ccsc1NC(=O)c1cccc(OC)c1 | -4 | -12 | -4 | 4 | -6 | 9 | 18 | 99 | -7 | ? | 0.4
Cc1ccc(/C=N\NC(=O)c2ccc(Cn3cc(Br)c([N+](=O)[O-])n3)o2)o1 | 2 | -2 | 0 | 1 | 2 | 10 | 16 | 103 | -2 | 104 | 0.2
CC(C)(C)c1ccc(Cn2nnc3c(=O)[nH]c(C4CCN(C(=O)Cc5cccs5)CC4)nc32)cc1 | -4 | -2 | -3 | 2 | -11 | 10 | 27 | 102 | -7 | 98 | 0.9
Cc1cc(N2CCOCC2)c2c(N)c(Br)cc(C)c2n1 | -1 | -2 | -4 | 1 | -2 | 23 | 22 | 102 | -3 | 104 | -0.5
COc1ccc(S(=O)(=O)N2CCC(C(=O)OCC(=O)c3ccccc3)CC2)cc1[N+](=O)[O-] | -2 | 0 | 4 | 13 | -3 | 4 | 10 | 100 | -1 | 104 | 0.9
CC1(C(=O)O)COC(c2ccc([N+](=O)[O-])cc2)OC1 (stereo not given) | -1 | -5 | -4 | 0 | -1 | 8 | 6 | 102 | -12 | 104 | 0.0
CCCC(=O)N1CCN(c2ccc(NC(=O)c3cc4ccccc4o3)cc2Cl)CC1 | -1 | 0 | 0 | -4 | -2 | 10 | 27 | 97 | 3 | 97 | 0.3
C/C(=N/NC(=O)c1ccc(C)nc1)c1ccc2c(c1)CCCC2 | 2 | -2 | 0 | 7 | -5 | 8 | 13 | 102 | -7 | 101 | 0.8
O=S(=O)(NCc1cc(-c2ccc(Cl)cc2)no1)c1ccccc1 | 2 | -1 | 0 | 1 | 0 | 10 | 33 | 105 | -4 | 104 | 0.2
Cc1nc(NCc2ccccc2)[nH]c(=O)c1CCC(C)C | 6 | 0 | 2 | 6 | -11 | 11 | 58 | 101 | -8 | 97 | 0.7
O=C(NCc1ccc2c(c1)OCO2)c1ccc(CSCc2ccccc2Cl)o1 | 17 | 8 | 16 | -1 | 17 | 7 | 12 | 54 | 13 | 48* | -0.5
COc1ccccc1N1CCN(/N=C\c2sccc2C)CC1 | 2 | -1 | 0 | 11 | 1 | 9 | 25 | 102 | -3 | 95 | 0.3
Cn1c(N/N=C2\CCCc3ccccc32)nc2c1c(=O)n(Cc1ccccc1)c(=O)n2C | -7 | -8 | -10 | 7 | -6 | 9 | 9 | 105 | -5 | 104 | 1.2
COC(=O)[C@@H](NC(=O)Nc1ccc2c(c1)OCCO2)C(C)C | -2 | -11 | -10 | 1 | -12 | 12 | 28 | 97 | -12 | 100 | 0.3
O=C(O)CCCc1nc(-c2ccc(Cl)cc2)no1 | 0 | -10 | -10 | 1 | -10 | 7 | 29 | 105 | -13 | 97 | 0.3
CC(=O)Oc1ccccc1N(C(C)=O)S(=O)(=O)c1ccc2ccccc2c1 | 0 | -3 | -4 | 0 | -1 | 12 | 14 | 99 | -6 | 96 | 0.1
O=C(NCCc1ccccc1)c1ccc(CS(=O)(=O)Cc2ccccc2F)o1 | -1 | -10 | -7 | 20 | -11 | 13 | 33 | 101 | -14 | 98 | 0.7
Cc1ccc(C(c2sc3nc(C)nn3c2O)N2CCN(c3ccc(F)cc3)CC2)cc1 (stereo not given) | -9 | -11 | -16 | 23 | -16 | 13 | 27 | 99 | -15 | 102 | 2.5
CCOc1ccccc1C(=O)Nc1nn[nH]n1 | 3 | 1 | 0 | 0 | 0 | 9 | 19 | 103 | -2 | ? | -0.1
CCC1CCC(C(=O)NNC(=O)c2cc(-c3ccco3)[nH]n2)CC1 (stereo not given) | -2 | -7 | 0 | 2 | -3 | 10 | 12 | 101 | 0 | ? | 0.4
O=C(Nn1c(-c2ccccc2)nc2ccccc2c1=O)c1ccc([N+](=O)[O-])cc1 | -2 | -6 | 2 | 12 | -4 | 5 | 9 | 109 | 0 | 109 | 3.8

Taken from above.
Cc1ccc(C(c2sc3nc(C)nn3c2O)N2CCN(c3ccc(F)cc3)CC2)cc1 (stereo not given) – Bcl-XL Bim block = -16
NNC(=O)/C(=N/Nc1ccccc1)S(=O)(=O)c1ccc(Cl)cc1 – Bcl-2 Bim block = -2
O=C(CN1CCCCCCC1)Nc1cccc(Cl)c1Cl – Avidin bead fluor = 12

The results go on.
SMILES | Bcl-W Bim block | Bcl-B Bim block | Bcl-2 Bim block | ABCG2 inh | Bcl-XL Bim block | Avidin bead fluor | GSH fluor | RGS4-Gao reg | Bim-Bfl-1 | RGS7-Gao reg | ABCB1 block
O=c1cc(CSc2nnc(C3CC3)n2Cc2ccccc2)nc2sccn12 | 0 | -5 | 2 | 1 | -3 | 8 | 10 | 81 | 0 | ? | 0.4
COc1ccc(/C(C)=C2/SC(=S)N(CCC(=O)O)C2=O)cc1 | -1 | 0 | -4 | 2 | -2 | 2 | 41 | 112 | 0 | 106 | 0.2
O=C(NCC(c1cccnc1)N1CCN(c2ccc(F)cc2)CC1)c1cccc(Cl)c1 (stereo not given) | -2 | -16 | -8 | 50 | -9 | 15 | 33 | 98 | -19 | 97 | 6.2
O=C(Nc1ccc(Cl)cc1)N1CCC(CO)(Cc2ccccc2)CC1 | -2 | -4 | -7 | 10 | -4 | 13 | 12 | 107 | -6 | 105 | 0.8
CC1CN(c2ccccc2)NC1=O (stereo not given) | 6 | 4 | 4 | 0 | 2 | 10 | 21 | 102 | 2 | 103 | 0.0
